PAFAH1B3 inh: PAFAH1B3 enzyme inhibitors, primary screen, biochemical, fluorescence polarization, human | Platelet-activating factor acetylhydrolase IB subunit alpha1 (Homo sapiens), Q15102 | recombinant PAFAH1B3, FP-rhodamine probe | inhibition, % at 3.39 µM | hit rate 0.28% among 340,000 | AID 492972, 2010;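 active means inhibition above the screen-wide average of all tested compounds plus 3 SD, cut at about 25% in these data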;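 further: 0% = enzyme with DMSO only and 100% = wells lacking PAFAH1B3 protein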
LYPLA1 counter: LYPLA1 inhibitors, primary screen, counter-screen for PME1 inhibitor project, biochemical, fluorescence polarization, FP-Rh probe ABPP; Acyl-protein thioesterase 1 (Homo sapiens), O75608; inhibition, % at 5.9 µM; recombinant LYPLA1; hit rate 0.16% among 320,000;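 active means inhibition above the mean of all tested compounds plus 3 SD, set per campaign, cut at about 14% in these data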;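 further: inhibitors block serine hydrolase probe labeling of LYPLA1 so polarization falls; 0% = enzyme with DMSO and 100% = wells lacking LYPLA1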
LYPLA2 inh: LYPLA2 inhibitors, primary screen, counter-screen for PME1 inhibitor project, biochemical, fluorescence polarization, FP-Rh probe ABPP. inhibition, % at 5.9 µM. AID 2177, 2009. recombinant LYPLA2. hit rate 0.38% among 320,000. Acyl-protein thioesterase 2 (Homo sapiens), O95372;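 active means inhibition above the screen-wide mean plus 3 SD, limit set per campaign, cut at about 26% in these data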;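 further: 0% = LYPLA2 with DMSO and 100% = wells lacking LYPLA2 enzyme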
PAFAH1B2 inh: PAFAH1B2 enzyme inhibitors, primary screen, biochemical, fluorescence polarization, human; recombinant PAFAH1B2, FP-rhodamine activity probe; inhibition, % at 3.39 µM; hit rate 1.2% among 340,000; AID 492953, 2010;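 active means inhibition above the mean of all tested compounds plus 3 SD, cut at about 24% in these data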;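 further: 0% = enzyme with DMSO and 100% = wells lacking PAFAH1B2; many of its hits are not listed in these tables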
Target sequence (P68402 whole entry, looked up): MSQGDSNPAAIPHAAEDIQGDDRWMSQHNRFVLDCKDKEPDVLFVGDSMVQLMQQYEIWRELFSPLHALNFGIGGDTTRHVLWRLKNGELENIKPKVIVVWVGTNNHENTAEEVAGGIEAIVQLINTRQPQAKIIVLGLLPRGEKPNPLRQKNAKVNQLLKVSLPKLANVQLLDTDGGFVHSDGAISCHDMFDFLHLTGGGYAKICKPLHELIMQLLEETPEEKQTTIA
PME-1 inh: PME-1 inhibitors via competitive probe labeling, primary screen, biochemical, fluorescence polarization, FP-Rh probe, HTS; hit rate 0.53% among 320,000; AID 2130, 2009; recombinant PME-1; inhibition, % at 5.9 µM; Protein phosphatase methylesterase 1 (Homo sapiens), Q9Y570;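 active means inhibition above the campaign mean of all compounds plus 3 SD, cut at about 26% in these data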;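 further: competitive labeling of PME-1 active site by serine hydrolase directed probe; 0% = PME-1 with DMSO and 100% = wells lacking PME-1 enzyme; inhibitors block probe labeling so polarization falls and inhibition rises; many of its hits are not listed in these tables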
PREPL inh: PREPL enzyme inhibitors, primary screen, biochemical, fluorescence polarization | Prolyl endopeptidase-like (Homo sapiens), Q4J6C6 | recombinant PREPL, fluorescence polarization activity-based probe | inhibition, % at 5.96 µM | hit rate 0.68% among 320,000 | AID 2751, 2010; in the data active means inhibition above about 43%;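 further: 0% = enzyme with DMSO and 100% = wells lacking enzyme; many of its hits are not listed in these tables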
GSTO1 inh: inhibitors of recombinant GSTO1, primary screen, counter-screen for RBBP9 inhibitor project, biochemical, fluorescence polarization | Glutathione S-transferase omega-1 (Homo sapiens), P78417 | activity-based probe fluorescence polarization | inhibition, % at 5.96 µM | hit rate 1.1% among 300,000 | AID 1974, 2009;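 active means inhibition above the campaign mean inhibition plus 3 SD, cut at about 35% in these data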;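 further: 0% = GSTO1-1 with DMSO and 100% = wells lacking GSTO1-1 enzyme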
Target sequence (P78417 whole entry, looked up): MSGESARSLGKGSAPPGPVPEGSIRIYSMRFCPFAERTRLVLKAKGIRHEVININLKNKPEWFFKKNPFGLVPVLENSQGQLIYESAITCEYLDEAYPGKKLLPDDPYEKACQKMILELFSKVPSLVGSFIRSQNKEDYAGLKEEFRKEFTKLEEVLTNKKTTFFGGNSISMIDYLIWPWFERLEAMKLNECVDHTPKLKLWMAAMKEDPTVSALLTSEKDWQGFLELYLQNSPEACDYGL
PAD4 inh: human PAD4 inhibitors, primary screen, biochemical, fluorescence polarization, 1536-well format; hit rate 0.41% among 330,000; Protein-arginine deiminase type-4 (Homo sapiens), Q9UM07; AID 485272, 2010; recombinant PAD4, RCA probe fluorescence polarization; inhibition, % at 6.36 µM;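 active means percent inhibition above a cutoff equal to the mean of all tested compounds plus 3 SD, cut at about 15% in these data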;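 further: 0% = PAD4 with RCA probe and DMSO and 100% = probe without PAD4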
pPAFAH FP inh: pPAFAH enzyme inhibitors, primary screen, biochemical, fluorescence polarization, human; Platelet-activating factor acetylhydrolase (Homo sapiens), Q13093; recombinant pPAFAH, FP-rhodamine probe fluorescence polarization; inhibition, % at 3.39 µM; hit rate 1.5% among 330,000;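 active means inhibition above the mean inhibition across the screen plus 3 SD, cut at about 25% in these data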;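 further: inhibitors block binding of the rhodamine activity-based probe so polarization drops; 0% = enzyme with DMSO and 100% = wells lacking pPAFAH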
Target sequence (Q13093 whole entry, looked up): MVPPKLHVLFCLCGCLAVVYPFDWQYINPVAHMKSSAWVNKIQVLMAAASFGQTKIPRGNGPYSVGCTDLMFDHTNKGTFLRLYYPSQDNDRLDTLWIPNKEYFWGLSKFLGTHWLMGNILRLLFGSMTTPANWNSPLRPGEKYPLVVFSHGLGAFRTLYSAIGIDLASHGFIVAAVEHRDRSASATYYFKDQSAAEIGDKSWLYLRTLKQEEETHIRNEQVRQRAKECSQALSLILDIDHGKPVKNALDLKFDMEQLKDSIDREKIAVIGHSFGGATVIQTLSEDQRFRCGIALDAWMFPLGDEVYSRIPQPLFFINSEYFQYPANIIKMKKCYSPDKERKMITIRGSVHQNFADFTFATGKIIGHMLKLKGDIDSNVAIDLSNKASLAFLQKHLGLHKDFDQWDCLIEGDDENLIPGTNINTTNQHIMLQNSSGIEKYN
An asterisk follows results filed as active; . = no result given. The list is partial, so the mix of outcomes need not match the whole.

SMILES | PAFAH1B3 inh | LYPLA1 counter | LYPLA2 inh | PAFAH1B2 inh | PME-1 inh | PREPL inh | GSTO1 inh | PAD4 inh | pPAFAH FP inh
O=C(O)Cn1c(=S)sc2ccccc21 | 9 | 2 | 3 | -1 | 0 | 19 | 2 | 3 | 4
O=C(Cn1c(N2CCN(c3ccccc3)CC2)nc2ccccc21)c1ccccc1 | -4 | 4 | 6 | 2 | -3 | -1 | -2 | -3 | 3
Cc1ccccc1NC(=O)c1ccc(NC(=O)C2CCCO2)cc1 (stereo unspecified) | -5 | -3 | -6 | 9 | -2 | -4 | 1 | 1 | -1
CN(CC(=O)Nc1ccc(N2CCOCC2)cc1)C(=O)C12CC3CC(CC(C3)C1)C2 | 8 | 2 | 2 | 6 | -3 | 8 | 0 | -11 | -7
CC(C)[C@H](NC(=O)c1ccco1)C(=O)OCC(=O)Nc1ccc(F)cc1 | 1 | -1 | 0 | -3 | -13 | 4 | 0 | -4 | -1
Cn1c(NNC(=O)C(c2ccccc2)c2ccccc2)cc(=O)n(C)c1=O | 6 | 2 | -1 | 3 | -6 | -8 | 5 | -3 | 2
CC1Cc2nc(SCC(=O)N3CCOCC3)n(-c3ccccc3)c(=O)c2S1 (stereo unspecified) | 5 | -4 | 2 | 3 | -1 | 0 | 5 | -3 | 1
CC(C)CCn1c(N2CCOCC2)nc2c1c(=O)n(CC(N)=O)c(=O)n2C | -12 | -2 | -2 | 5 | 1 | 17 | 6 | 3 | 4
COc1ccc(S(=O)(=O)N2CCCC2C(=O)Nc2nccs2)cc1 (stereo unspecified) | 2 | 1 | -1 | 2 | 0 | 1 | 1 | -2 | 4
Cc1ccc([N+](=O)[O-])cc1S(=O)(=O)Nc1ccc(N2CCOCC2)cc1 | -4 | -3 | -4 | 3 | 1 | 19 | 7 | -2 | 0
CC1CCN(C(=O)C2CCN(C(=O)c3cc4sccc4n3Cc3ccc(F)cc3)CC2)CC1 | -8 | -4 | -4 | -3 | 8 | 33 | -4 | 5 | 4
c1cn2cc(-c3ccc4c(c3)OCO4)nc2s1 | 5 | 2 | 0 | -6 | 4 | 2 | -3 | 0 | 4
O=C(NCc1ccc(F)cc1)Nc1ccccc1 | 2 | -6 | -3 | 4 | -3 | 1 | -5 | -1 | 0
O=C(NC(=S)Nc1cccc(Cl)c1N1CCCCC1)c1cccs1 | 4 | -12 | -17 | -2 | -25 | 8 | -5 | -13 | -1
N=c1c(C(=O)NCC2CCCO2)cc2c(=O)n3ccccc3nc2n1Cc1ccccc1Cl (stereo unspecified) | -4 | 0 | 4 | 6 | -2 | 15 | -11 | -5 | 7
CCc1nc2c(c(=O)[nH]1)C1(CCCC1)Cc1ccccc1-2 | 11 | -3 | 1 | 3 | -2 | -1 | 1 | 6 | 7
CCNC(=O)C(C)NC(=O)C1=NN(c2ccccc2)C(=O)CC1 (stereo unspecified) | 10 | -1 | 3 | 4 | -8 | 6 | 9 | -1 | 7
Cc1cccc(C(=O)NCCN2CCOCC2)c1[N+](=O)[O-] | 4 | 2 | 2 | 4 | 3 | -2 | -2 | -3 | 1
C=CCSc1nsc(N)n1 | 9 | -1 | -1 | -3 | 2 | 0 | 3 | -4 | -6
CCc1c(C)nc2ncnn2c1N1CCC(C(=O)Nc2cccc(C(C)=O)c2)CC1 | 6 | 0 | 6 | -1 | 1 | 9 | -2 | 3 | 2
C=CCn1c(SCC(=O)N(C)C2CCS(=O)(=O)C2)nnc1-c1ccncc1 (stereo unspecified) | 4 | -2 | 5 | 4 | -11 | 12 | 9 | 0 | -2
O=c1[nH]c(CSc2nc3ccccc3[nH]2)nc2c1cnn2-c1ccccc1 | -1 | -7 | 0 | 10 | -135 | -4 | 1 | -6 | -9
CC12CCC(=O)N1C(C(=O)Nc1nc3ccc(S(C)(=O)=O)cc3s1)CS2 (stereo unspecified) | -11 | 0 | -2 | -1 | 4 | 6 | 0 | 5 | 6
COc1ccc(CCn2c(-c3ccc(Cl)cc3)n[nH]c2=S)cc1OC | 5 | -2 | -3 | 1 | -4 | -7 | 1 | -6 | 4
Cc1ccc(CNC(=O)CN2c3cccc4cccc(c34)S2(=O)=O)cc1 | 7 | -2 | -1 | 1 | 26 | -3 | . | 3 | 8

Next section:
SMILES | PAFAH1B3 inh | LYPLA1 counter | LYPLA2 inh | PAFAH1B2 inh | PME-1 inh | PREPL inh | GSTO1 inh | PAD4 inh | pPAFAH FP inh
Cn1c(=O)c2c(SCc3cccc(C(F)(F)F)c3)nc(-c3ccco3)nc2n(C)c1=O | 9 | 1 | 2 | 2 | 1 | 17 | 4 | -1 | -1
Cc1cc(N2CCCC2=O)cc(C)c1S(=O)(=O)Nc1c(C)nn(C)c1C | 5 | 0 | -4 | 7 | 4 | -2 | 8 | 0 | 5
Cc1cc(Nc2ccc(Br)c(C)c2)n2nc(C)nc2n1 | 2 | 1 | -2 | -6 | 8 | 25 | 4 | -5 | 7
COc1ccc(CC(=O)NCCc2cnc[nH]2)cc1 | 4 | 0 | 0 | 1 | -4 | 2 | -1 | 1 | 11
O=C(Nc1ccccc1)Nc1nccs1 | 6 | -3 | -4 | 3 | 12 | -4 | -5 | 4 | -2
COc1cc(/C=C2\CCc3ccccc3C2=O)cc(OC)c1OC | 7 | 3 | 27* | 2 | 2 | 7 | 0 | 0 | 5
CC(C)CCn1c(S(=O)(=O)O)nc2ccccc21 | 12 | 5 | 2 | 5 | -1 | -9 | 4 | -1 | 3
Cc1nn(-c2ccc(F)cc2)c(C)c1CN1CCN(CCC(C)C)C(CCO)C1 (stereo unspecified) | 2 | 5 | 13 | 3 | -4 | 3 | 0 | -4 | -2
Cc1cc(=O)oc2cc3c(cc12)OCCN3 | 4 | -2 | -4 | 0 | -3 | -6 | -7 | 2 | -4
COc1ccccc1S(=O)(=O)NCc1ccc(C(=O)N(C)Cc2ccc(F)cc2)cc1 | 5 | -2 | 7 | 3 | 5 | 2 | . | 2 | -2
COc1ccc([N+](=O)[O-])cc1NC(=O)C1C2C=CC(C2)C1C(=O)O (stereo unspecified) | 7 | -1 | 2 | 3 | -3 | 12 | 21 | -3 | 8
COC(=O)c1ccc(NC(=O)Cn2c([N+](=O)[O-])cnc2C)cc1 | 3 | 1 | 4 | 2 | -1 | 1 | 12 | -3 | 0
O=C(c1ccsc1)N1CCCC(Nc2cccc(F)c2)C1 (stereo unspecified) | -1 | 3 | 7 | 5 | -1 | 15 | -3 | -1 | 6
Cc1ccc(C(=O)Nc2ccc(Oc3ccc(C(=O)O)c(C(=O)O)c3)cc2)cc1C | -1 | -3 | 3 | 0 | -3 | -1 | 2 | 0 | 1
O=c1c2ccccc2oc2nc(-c3ccco3)n(-c3ccccc3)c(=O)c12 | 0 | -1 | -4 | 2 | -5 | -9 | -19 | -4 | -6
O=C(Nc1ccc(F)c(Cl)c1)Nc1cnccn1 | -1 | 1 | -2 | 2 | -2 | -13 | 1 | 4 | -2
CC(C)c1nc(N2CCOCC2)c(C#N)c2c1COC(C)(C)C2 | 4 | 6 | 8 | 0 | -6 | 12 | 4 | 4 | 2
CCOC(=O)c1ccc(NC(=O)Nc2cc(C)cc(C)n2)cc1 | . | -3 | -1 | . | -3 | -15 | -7 | 0 | -1
COc1ccc(Nc2nc(CC(C)=O)ns2)cc1 | 7 | -2 | -2 | 0 | 3 | 9 | 8 | -2 | 0
CCC(C)NC(=O)CCS(=O)(=O)c1ccc(Br)s1 (stereo unspecified) | -1 | -1 | 4 | 3 | 1 | 5 | 5 | -10 | 0
Cc1c(Cl)cccc1NC(=O)CSC(C)c1nc2ccccc2c(=O)[nH]1 (stereo unspecified) | -2 | -1 | 0 | -5 | 8 | 1 | -7 | -4 | 2
O=C(NCc1ccco1)C1CCCN1C(=O)Nc1ccccc1Cl (stereo unspecified) | -4 | 3 | 5 | 8 | -1 | -2 | 3 | -3 | 0
CCN(CC(=O)Nc1c(F)cccc1F)C(=O)/C=C/c1ccc(OCC#N)c(OC)c1 | 1 | -3 | 0 | 2 | -6 | -8 | -9 | 0 | -3
O=C(COC(=O)c1cc(=O)[nH]c2ccccc12)Nc1ccc(F)cc1F | 2 | . | . | 2 | . | -6 | . | 0 | 0
Cn1c(=O)c2c(nc(SCC(=O)NCc3ccc4c(c3)OCO4)n2Cc2ccc(F)cc2)n(C)c1=O | 4 | 2 | 0 | 2 | 3 | -1 | -1 | -2 | 4

Further records:
SMILES | PAFAH1B3 inh | LYPLA1 counter | LYPLA2 inh | PAFAH1B2 inh | PME-1 inh | PREPL inh | GSTO1 inh | PAD4 inh | pPAFAH FP inh
Cc1nn(C)c(C)c1NC(=O)CSc1nc(Cc2ccccc2)nc2c1cnn2-c1ccccc1 | 12 | -1 | -3 | 1 | -8 | 10 | -4 | -3 | -6
COCCSc1nnc(NC(=O)C2CCCCC2)s1 | 2 | 0 | -2 | 2 | 2 | 14 | -2 | -10 | -2
Cc1nnnn1CC(=O)Nc1cccc([N+](=O)[O-])c1 | 7 | -4 | 2 | 2 | -5 | -3 | 8 | -1 | -10
CC(C)CCn1c(=O)c2ccccc2n2c(=S)[nH]nc12 | 5 | 1 | -4 | 3 | -5 | -3 | -7 | 4 | 5
COc1ccc(N2CCN(C(c3cc4ccc(C)cc4[nH]c3=O)c3nnnn3C3CCCC3)CC2)cc1 (stereo unspecified) | 7 | 0 | -3 | 5 | -1 | -5 | 7 | -3 | 2
Cc1ccc(S(=O)(=O)Cn2cnnn2)cc1 | 0 | 4 | 8 | 1 | -6 | 1 | 6 | -1 | 3
CCOC(=O)c1sc(=S)n(-c2ccccc2)c1NC(C)=O | -1 | 5 | 6 | 9 | 3 | 17 | -1 | 4 | -3
COc1cccc(COc2ccc3ccc(=O)oc3c2)c1 | 10 | -2 | 6 | 4 | -1 | -1 | 5 | -3 | 8
CC1(C)CC(=O)C2=C(C1)NC(Nc1nc3ccccc3o1)=NC21CCCC1 | 5 | -3 | 3 | 3 | -2 | 5 | 2 | -2 | -2
COC(=O)c1cc(Br)c(=O)n(Cc2ccncc2)c1 | 2 | 0 | -2 | 0 | 0 | -3 | 6 | -2 | -1
Cc1cccc(C(=O)c2cn[nH]c2-c2ccccc2O)c1 | 2 | 2 | 3 | 2 | -2 | 9 | -1 | -7 | 2
CCN(CC)C(=O)c1sc(N)c(C(=O)OC(C)C)c1C | 10 | 1 | -4 | -4 | 1 | 15 | -2 | -8 | 0
Cc1coc(C)c1C(=O)CC1(O)C(=O)N(CCc2ccccc2)c2ccccc21 (stereo unspecified) | 1 | -1 | 1 | 3 | 2 | 7 | -9 | -3 | 12
Cc1cccc(NC(=O)CSCC(=O)Nc2ccc(S(=O)(=O)N3CCCC3)cc2)c1 | 1 | -1 | 5 | 0 | 7 | 12 | 5 | 5 | -3
Cc1ccc(NC(=S)NC(C)(C)C)c([N+](=O)[O-])c1 | 4 | 2 | 1 | 10 | -6 | -10 | 13 | 4 | 3

Source: PubChem BioAssay
